# PLCb3 inh – human PLC-beta3 inhibitors, primary screen, biochemical, fluorescence. inhibition, % at 12.2 µM. hit rate 0.18% among 370,000. 1-phosphatidylinositol 4,5-bisphosphate phosphodiesterase beta-3 (Homo sapiens), Q01970. Purified PLC-beta3, fluorogenic substrate; in the data active means inhibition above about 11%;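 further: 0% = median of compound wells on plate and 100% = full blocker control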
# proKLK7 act – proKLK7 zymogen activators, primary screen, biochemical, fluorescence intensity. Kallikrein-7 (Homo sapiens), P49862. purified proKLK7, EDANS-DABCYL substrate fluorescence; 100% is mature enzyme control, 0% vehicle. activation, % at 7 µM. hit rate 0.9% among 370,000;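 active means activation above the mean of all tested compounds plus 3 SD, computed per campaign excluding outliers beyond control limits, cut at about 13% in these data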
# Target sequence (P49862 whole entry, looked up): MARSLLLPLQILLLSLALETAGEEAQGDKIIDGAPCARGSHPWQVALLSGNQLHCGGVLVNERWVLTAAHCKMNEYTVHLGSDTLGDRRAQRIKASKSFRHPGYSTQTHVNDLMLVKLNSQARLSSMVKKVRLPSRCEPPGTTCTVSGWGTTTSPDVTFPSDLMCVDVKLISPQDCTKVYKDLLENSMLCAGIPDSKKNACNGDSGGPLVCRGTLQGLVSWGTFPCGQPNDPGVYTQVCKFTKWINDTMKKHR
# Rev-erbA mod – modulators of Rev-erb alpha DNA binding, primary screen, biochemical, FITC-DNA, fluorescence polarization, uHTS. Rev-erbα–FITC-DNA binding, 90 min. activity, % at 10 µM. hit rate 0.79% among 370,000;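 active means activity above about 14%, limit read from the data; passing the limit was not always enough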;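 further: 0% = DMSO wells with 35 nM protein and 100% = DMSO wells with 750 nM protein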
# Tn7 DDE FP – inhibitors of Tn7 peptide binding to fibrin DD(E), primary screen, biochemical, fluorescence polarization, human fibrin, Tn7 probe; inhibition, % at 8.3 µM; hit rate 0.13% among 370,000; FP displacement of FITC-Tn7 peptide from fibrin DD(E); 0% = median of compound wells per plate;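 active means inhibition above the mean of compounds falling within the control limits plus 3 SD of them, cut at about 14% in these data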;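 further: 0% = plate median of compound wells and 100% = 10 µM Aha-Tn7 peptide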
# Target sequence (P02675 whole entry, looked up): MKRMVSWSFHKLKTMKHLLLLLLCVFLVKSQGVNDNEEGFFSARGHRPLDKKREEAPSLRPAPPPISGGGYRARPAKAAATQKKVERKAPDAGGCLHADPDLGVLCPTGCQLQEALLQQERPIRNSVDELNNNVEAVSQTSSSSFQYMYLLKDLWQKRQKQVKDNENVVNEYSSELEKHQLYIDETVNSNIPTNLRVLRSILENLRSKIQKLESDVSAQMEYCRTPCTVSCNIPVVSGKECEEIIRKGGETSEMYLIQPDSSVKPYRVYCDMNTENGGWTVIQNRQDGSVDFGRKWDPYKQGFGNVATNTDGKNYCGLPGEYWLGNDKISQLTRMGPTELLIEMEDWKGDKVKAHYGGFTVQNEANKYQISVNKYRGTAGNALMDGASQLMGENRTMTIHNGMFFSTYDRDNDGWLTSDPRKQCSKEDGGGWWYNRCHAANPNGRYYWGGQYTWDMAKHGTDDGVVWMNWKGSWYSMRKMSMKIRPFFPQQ
#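 Assay system: human fibrin DD(E) protein / Input: 2 µM fibrin DD(E) / Benchmarks: high control of 10 µM Aha-Tn7 peptide / Measured by: fluorescence polarization of the labelled Tn7 tracer / Medium: Tris buffer with calcium and detergent, pH 7.8 / Timing: 10 min compound pre-incubation, 3 h probe incubation at room temperature / Repeats: one replicate per compound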
# PLCg1 inh – PLC-gamma1 enzyme inhibitors, primary screen, biochemical, fluorescence, purified enzyme; inhibition, % at 12.2 µM; hit rate 0.84% among 370,000; AID 720700, 2013; fluorogenic substrate; in the data active means inhibition above about 9.5%
# HGIII-sPLA2 inh – human group III sPLA2 inhibitors, primary screen, biochemical, QFRET, BODIPY PC-A2 liposome substrate. inhibition, % at 12.2 µM. AID 743126, 2013. hit rate 0.56% among 370,000. QFRET BODIPY PC-A2 liposome hydrolysis, fluorescence. Group 3 secretory phospholipase A2 (Homo sapiens), Q9NZ20;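 active means inhibition above mean plus 3 SD of compounds lying within the high and low control bounds, cut at about 19% in these data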;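 further: 0% = median of test compound wells and 100% = no enzyme DMSO wells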
# ASAP1 GAP inh – inhibitors of human ASAP1 ArfGAP activity, primary screen, biochemical, fluorescence polarization; Arf-GAP with SH3 domain, ANK repeat and PH domain-containing protein 1 (Homo sapiens), …; ASAP1-stimulated ARF1 GTP hydrolysis, GDP FP detection; inhibition, % at 16.5 µM; hit rate 0.19% among 360,000; AID 624377, 2012; in the data active means inhibition above about 25%;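 further: 0% = vehicle with enzyme and substrate and 100% = no enzyme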
# UHRF1 binding – UHRF1 methylated DNA binding inhibitors, primary screen, counter-screen for MBD2 inhibitor project, biochemical, TR-FRET, human UHRF1, single concentration; E3 ubiquitin-protein ligase UHRF1 (Homo sapiens), Q96T88; UHRF1 binding to methylated oligo; inhibition, % at 4.4 µM; hit rate 0.75% among 370,000; in the data active means inhibition above about 21%;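 further: UHRF1 SRA domain binding a hemimethylated CpG hairpin DNA probe; 0% = median of test compound wells and 100% = reference inhibitor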
# Tn6 DDE FP – inhibitors of Tn6 peptide binding to fibrin DD(E), primary screen, biochemical, fluorescence polarization, human fibrin, Tn6 probe | Fibrin DD(E) TRITC-Tn6 fluorescence polarization displacement | hit rate 0.21% among 370,000 | Fibrinogen beta chain (Homo sapiens), P02675 | inhibition, % at 8.3 µM | AID 720509, 2013;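 active means inhibition above a per-campaign cutoff: mean of compounds within control limits plus 3 SD, cut at about 15% in these data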;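 further: 0% = median of all compound wells on the plate and 100% = blocking peptide control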
# ARFGAP1 inhibitor – inhibitors of rat ARFGAP1 GAP activity, primary screen, biochemical, fluorescence polarization, GDP tracer | Arfgap1-stimulated ARF1 GTP hydrolysis, GDP FP detection | AID 651572, 2012 | hit rate 0.26% among 360,000 | inhibition, % at 16.5 µM | ADP-ribosylation factor GTPase-activating protein 1 (Rattus norvegicus), Q62848;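 active means inhibition above a per-plate limit, mean inhibition of low control wells plus 3 SD, cut at about 25% in these data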;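 further: 0% = DMSO wells with enzyme and 100% = wells lacking Arfgap1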
# Target sequence (Q62848 1-136 limits assumed): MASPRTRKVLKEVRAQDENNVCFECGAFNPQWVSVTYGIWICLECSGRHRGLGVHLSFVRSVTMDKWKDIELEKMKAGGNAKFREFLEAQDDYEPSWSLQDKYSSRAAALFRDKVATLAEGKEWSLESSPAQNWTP
#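 Repeats: one replicate per compound; assay system: rat Arfgap1 catalytic domain, aa 1-136; times: enzyme reaction 120 min at 25 °C after 20 min preincubation; detection: FP of antibody-bound GDP Alexa 633 tracer, ex 620/em 688 nm; benchmarks: high control wells lacking Arfgap1, low control full reaction with DMSO; reagent: human ARF1(Δ1-17)-GTP substrate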
# * = called active by the depositor; i = inactive; x = not tested or not shown. Rows were taken by chance; any-hit rate near 4.5%.
entry	compound	PLCb3 inh	proKLK7 act	Rev-erbA mod	Tn7 DDE FP	PLCg1 inh
1	CC(C)CCNC(=O)CSc1nc2c(c(=O)[nH]1)CCC2	2	x	-9	-1	2
2	Cc1ccc([C@@H]2CC=C(C(=O)O)[C@H](c3ccccc3F)N2S(=O)(=O)c2ccc(C)cc2)cc1	-3	-0.3	-2	12	-2
3	CC(N=c1ccccn1C(=O)Nc1ccc(F)cc1)c1ccco1 (stereo unspecified)	2	-1.6	3	2	-1
4	COc1ccc(Cc2c(-c3cccc(Cl)c3)nc3ccc(C)cn23)c(C)c1	-24	0.1	-9	-7	-20
5	O=C(O)c1ccccc1C(=O)OCCCc1ccncc1	1	0.5	-8	1	-1
6	COc1cccc(NC(=O)CSc2nnc(Cn3cnc([N+](=O)[O-])n3)n2C)c1	1	-0.6	4	4	0
7	CNc1ncc(C(=O)c2ccc(Cl)cc2)s1	-3	0.1	3	1	3
8	Cc1ccccc1NS(=O)(=O)c1cccc2nonc12	-1	-0.6	1	-11	-2
9	Cc1cccc(NC(=O)c2nc[nH]c2C(=O)N[C@@H](CC(C)C)C(=O)OC(C)(C)C)c1	2	-0.4	3	3	0
10	C=CCc1cccc(C2Nc3ccccc3C(=O)N2O)c1O (stereo unspecified)	-61	0.0	60*	3	-50
11	O=S1(=O)C=C(Oc2ccc(F)cc2)c2ccccc21	4	-0.5	-3	-4	9
12	COc1ccc2cc3c(N)nn(C(=O)c4ccc(F)cc4)c3nc2c1	-3	-0.8	-5	-4	5
13	Cc1nonc1OCCNC(=O)C12CC3CC(CC(C3)C1)C2	0	0.2	6	4	0
14	CCc1nc(Nc2ccc(OC)cc2OC)c2oc3ccccc3c2n1	-79	-585	3	2	-54
15	CNS(=O)(=O)c1cccc(C(=O)OCC(=O)NC2CCCC(C)C2C)c1 (stereo unspecified)	-2	0.0	-6	-3	4

entry	HGIII-sPLA2 inh	ASAP1 GAP inh	UHRF1 binding	Tn6 DDE FP	ARFGAP1 inhibitor
1	-6	x	-3	-1	x
2	-18	-5	0	7	0
3	4	-3	-6	-3	-11
4	-4	4	21	-4	3
5	1	7	-5	6	-2
6	6	-5	1	-2	11
7	6	-2	-1	5	11
8	-6	1	-2	1	10
9	-22	-4	0	1	7
10	-16	-8	0	-3	6
11	-4	-1	5	-1	-2
12	7	10	-1	2	3
13	1	-4	0	1	4
14	6	3	0	1	-2
15	6	3	0	0	1

# (list continues)
entry	compound	PLCb3 inh	proKLK7 act	Rev-erbA mod	Tn7 DDE FP	PLCg1 inh
16	CCCCNC(=O)C1CCN(Cc2ccccn2)CC1	-5	0.2	-2	-5	-1
17	CNC(=S)SCCOc1ccc(C)cc1	3	0.0	-3	-2	2
18	COc1nc(N)c(C#N)c(-c2ccc(N(C)CCC#N)cc2)c1C#N	i	1.1	4	-7	i
19	CC(C)(C)c1ccc(S(=O)(=O)NC(=O)C2(C)CCN2C(=O)Cc2cc(F)ccc2F)cc1 (stereo unspecified)	-10	0.0	2	6	-3
20	COc1ccc(OC)c2[nH]c(=O)c(CCNC(=O)c3ccc(S(=O)(=O)N4CCCCC4)cc3)cc12	-2	0.2	5	5	-4
21	CCCn1c(SCC(=O)N2c3ccccc3CCc3ccccc32)nc2c1c(=O)n(C)c(=O)n2C	-1	-0.5	-1	-5	3
22	CN(Cc1ccc(F)cc1)C(=O)c1cccc(S(=O)(=O)N2CCN(Cc3ccccc3)CC2)c1	-4	-0.4	0	-1	-1
23	Cc1nc(C(=O)O)nn1-c1ccc([N+](=O)[O-])cc1	3	0.6	5	2	3
24	Cc1c(NC(=S)Nc2cccc(Cl)c2)c(=O)n(-c2ccccc2)n1C	-8	-0.1	-4	4	-2
25	CCSC1=C(C#N)C2(CCCCC2)C(C#N)C(=O)N1 (stereo unspecified)	2	-0.4	-1	0	13*
26	Cc1cccc(-n2nc(C(=O)Nc3ccccc3)n3c(=O)cc(-c4ccccc4)nc23)c1	1	-0.1	5	-5	-1
27	CC1CCN(c2ncnc3ccccc23)CC1	-1	0.1	-4	0	1
28	CC(=O)Nc1ccccc1C(=O)C(=O)Nc1ccc(Cl)cc1	-4	-0.9	-6	0	2
29	CC1(C)CC(=O)C=C(c2ccc(COC(=O)C(c3ccccc3)c3ccccc3)cc2)C1=O	2	0.3	-10	10	2
30	N#C/C(=C\c1cccs1)Sc1nc2ccccc2s1	-5	-1.6	-1	1	-3

entry	HGIII-sPLA2 inh	ASAP1 GAP inh	UHRF1 binding	Tn6 DDE FP	ARFGAP1 inhibitor
16	5	4	3	1	3
17	1	9	1	-9	6
18	-5	1	-1	-4	6
19	0	-4	3	0	2
20	2	-13	0	-2	-3
21	9	-3	0	2	-4
22	-19	3	1	3	-2
23	-1	-10	-1	-3	10
24	8	4	0	12	-8
25	0	-4	-1	-1	4
26	5	10	1	-12	7
27	-3	5	1	-1	-7
28	1	0	3	2	2
29	-35	-4	-4	-1	1
30	-13	1	0	0	5

# Shown with two lines to a compound: 4 of the compounds above
# The line under a structure holds: PLCb3 inh | proKLK7 act | Rev-erbA mod | Tn7 DDE FP | PLCg1 inh | HGIII-sPLA2 inh | ASAP1 GAP inh | UHRF1 binding | Tn6 DDE FP | ARFGAP1 inhibitor
26. Cc1cccc(-n2nc(C(=O)Nc3ccccc3)n3c(=O)cc(-c4ccccc4)nc23)c1
    1 | -0.1 | 5 | -5 | -1 | 5 | 10 | 1 | -12 | 7
20. COc1ccc(OC)c2[nH]c(=O)c(CCNC(=O)c3ccc(S(=O)(=O)N4CCCCC4)cc3)cc12
    -2 | 0.2 | 5 | 5 | -4 | 2 | -13 | 0 | -2 | -3
21. CCCn1c(SCC(=O)N2c3ccccc3CCc3ccccc32)nc2c1c(=O)n(C)c(=O)n2C
    -1 | -0.5 | -1 | -5 | 3 | 9 | -3 | 0 | 2 | -4
17. CNC(=S)SCCOc1ccc(C)cc1
    3 | 0.0 | -3 | -2 | 2 | 1 | 9 | 1 | -9 | 6

# Next part.
entry	compound	PLCb3 inh	proKLK7 act	Rev-erbA mod	Tn7 DDE FP	PLCg1 inh
31	O=C(NCc1ccc(Cl)cc1)c1ccc(CNc2c(N3CCCC3)c(=O)c2=O)cc1	6	0.1	-6	4	1
32	O=C(COC(=O)COc1ccccc1)NCc1ccccc1	-6	-0.5	-4	2	-1
33	O=C(Cc1c[nH]c2ccccc12)Nc1ccc(Nc2cccnc2)c(-c2ccc(-c3ccccc3)cc2F)c1	-118	-2.0	-2	-15	-83
34	Cc1ccc(N(C(=O)c2ccco2)C(C(=O)NC2CCCC2)c2ccco2)c(C)c1 (stereo unspecified)	-2	-0.3	-2	-2	1
35	CCOc1ccc(N2CC(C(=O)Nc3ccccc3N3CCOCC3)CC2=O)cc1 (stereo unspecified)	2	-0.4	4	2	0
36	COc1ccc(-c2csc3nc(-c4cccnc4)nc(N4CCC(C(N)=O)CC4)c23)cc1OC	-136	2.3	-1	1	-111
37	COc1cccc(C(=O)Nc2ccc(C(=O)NCC(C)C)cc2)c1	0	0.0	4	3	3
38	CCOC(=O)C1(CC/C(C)=N\NC(N)=O)CC(C)OC1=O (stereo unspecified)	-4	-1.1	4	2	-2
39	Cc1ccc(S(=O)(=O)NCCN(CCNS(=O)(=O)c2ccc(C)cc2)S(C)(=O)=O)cc1	1	-0.1	-2	1	4
40	COc1ccccc1C(=O)NCCC(=O)N1CCCC(C)C1 (stereo unspecified)	-2	-0.3	1	-7	2
41	COc1ccccc1-c1nc2s/c(=C\c3cccs3)c(=O)n2n1	-4	-0.5	-1	2	0
42	Cc1cccc(C2N=C(N)Nc3nc4ccccc4n32)c1 (stereo unspecified)	-6	0.6	0	3	0
43	Cc1ccc(C)c(N2CCN(C(C(=O)NC3CCCC3)c3ccco3)CC2)c1 (stereo unspecified)	-4	0.4	-3	-2	-1
44	Cc1ccc(C2C3C(=O)N(c4ccc(C)cc4)C(=O)C3N3CCCN23)cc1 (stereo unspecified)	-6	-0.4	-3	-6	1
45	COCCN(Cc1cc2cc(C)c(C)cc2nc1Cl)C(=O)Nc1ccccc1	4	-0.7	x	-5	1

entry	HGIII-sPLA2 inh	ASAP1 GAP inh	UHRF1 binding	Tn6 DDE FP	ARFGAP1 inhibitor
31	-2	-10	-4	2	0
32	4	19	7	-3	-6
33	6	16	1	-8	14
34	-4	0	0	2	1
35	-9	11	-1	-4	-1
36	-18	16	-1	-9	19
37	-2	5	-1	0	7
38	14	0	21*	-5	11
39	-23	-19	0	2	-3
40	0	1	0	1	4
41	-4	6	-5	-6	10
42	1	-17	5	7	-5
43	3	0	-1	-4	-5
44	-4	8	2	-5	1
45	2	8	0	-4	0

# (more compounds)
entry	compound	PLCb3 inh	proKLK7 act	Rev-erbA mod	Tn7 DDE FP	PLCg1 inh
46	CCc1cc(C(=O)N(CC(C)C)c2c(N)n(Cc3ccccc3)c(=O)[nH]c2=O)sc1C	-3	0.3	4	-10	-1
47	Oc1ccc2nc(Cc3ccccc3)[nH]c2c1	-4	0.4	3	-4	4
48	COc1ccc(NC(=O)CSc2ncnc3[nH]ncc23)cc1	-1	0.2	0	-4	2
49	O=C(c1cc2ccccc2s1)N1CCN(c2ccccn2)CC1	-6	0.1	-2	7	0
50	Cc1ccc(-n2c3nc(=O)[nH]c(=O)c-3cc3c(C)nn(-c4ccccc4)c32)c(C)c1	-97	11	-5	3	-93
51	Cc1ccccc1C(=O)Oc1ccc(Br)cc1C(=S)N1CCCC1	1	0.0	6	1	2
52	C=CCSc1nc(N)c(C#N)c(-c2ccccc2)c1C#N	-44	-2.6	50*	1	-36
53	Cc1nc(SCc2nc3ccccc3[nH]2)c2oc3cc(Br)ccc3c2n1	-28	-1.0	46*	-6	-23
54	O=C(Nc1nnc(-c2ccc(F)cc2)o1)c1cc(Cl)sc1Cl	-1	-0.2	-1	-1	0

entry	HGIII-sPLA2 inh	ASAP1 GAP inh	UHRF1 binding	Tn6 DDE FP	ARFGAP1 inhibitor
46	-2	-3	0	1	-11
47	3	11	2	-5	16
48	-18	-4	0	1	-5
49	4	-4	1	4	8
50	4	2	-2	-3	-2
51	3	-12	1	-1	0
52	1	-8	-1	-2	1
53	4	-2	-3	2	15
54	8	-5	2	2	-5

# Bioassay records deposited in PubChem by several laboratories.
